ST2 inh – IL1RL1 inhibition; Q01638; AlphaLISA ST2-Fc/biotin-IL-33 interaction, 1 h; inhibition, % for hits at 17 µM; 78,000 compounds, 2.3% hits; in the data active = inhibition above about 30%; inconclusive = mostly about 10% to 28%
Target sequence (Q01638 whole entry, looked up): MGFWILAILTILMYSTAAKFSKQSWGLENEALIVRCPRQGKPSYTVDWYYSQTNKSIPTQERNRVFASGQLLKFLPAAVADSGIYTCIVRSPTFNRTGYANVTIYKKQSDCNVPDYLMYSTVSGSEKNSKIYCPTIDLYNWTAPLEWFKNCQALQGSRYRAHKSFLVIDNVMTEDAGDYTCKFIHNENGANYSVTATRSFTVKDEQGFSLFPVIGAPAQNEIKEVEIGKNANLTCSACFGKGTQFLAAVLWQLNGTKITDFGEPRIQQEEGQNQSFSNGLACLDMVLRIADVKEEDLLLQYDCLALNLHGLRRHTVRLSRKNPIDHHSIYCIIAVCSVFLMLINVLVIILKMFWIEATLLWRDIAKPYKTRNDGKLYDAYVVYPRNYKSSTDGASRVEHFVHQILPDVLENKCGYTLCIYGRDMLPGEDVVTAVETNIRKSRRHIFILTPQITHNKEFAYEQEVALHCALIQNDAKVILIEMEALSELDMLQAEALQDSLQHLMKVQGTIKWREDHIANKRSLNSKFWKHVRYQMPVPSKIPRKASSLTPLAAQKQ
The depositor's hits bear a star; i = inactive; u = inconclusive. Only part of the results is shown; rates above refer to the full screens.

SMILES	ST2 inh
CN(C)Cc1cn(C[C@H]2CC3CCN2C[C@@H]3C(=O)Nc2cccc(O)c2)nn1 (stereo not given in full)	i
CCOc1ccccc1N1CCN(Cc2ccc(SC)cc2)CC1	u
O=C1C2CCCN2C(c2cccnc2)N1c1ccccn1 (stereo not given)	i
COC(=O)[C@H](Cc1ccccc1)NC(=O)c1cn(Cc2c(F)cccc2F)nn1	i
Cc1nc2cc(-c3ccccc3)nn2c(C)c1CCC(=O)N1CCC2(CC1)OCCO2	i
C=C[C@H]1CN2CC[C@H]1C[C@@H]2CNC(=O)Nc1ccc(OC(F)(F)F)cc1	i
Cc1ccc(N2CCN(Cc3ccccc3[N+](=O)[O-])CC2)cc1	u
O=C(NCc1cnn2cccnc12)C1CC2(CCNCC2)CN1 (stereo not given)	u
CN(C)CC(=O)Nc1ccc2n(c1=O)C[C@@H]1CNC[C@H]2C1	i
OCCN1CCN(Cc2ccc(Cl)c(Cl)c2)CC1	i
C=C[C@H]1CN2CC[C@H]1C[C@@H]2CNCc1ccc(-c2ccccc2)cc1	u
COc1ccc(CN2CCN(c3ccccc3)CC2)c(OC)c1	i
C=C[C@H]1CN2CC[C@H]1C[C@@H]2CNC(=S)Nc1cccc2ccccc12	i
O=[N+]([O-])c1ccc(O)c(CN2CCN(c3ccccc3Cl)CC2)c1	i
CC1CCN(C[C@H]2CN3CC[C@H]2C[C@@H]3CNC(=O)c2ccc(C(F)(F)F)cc2)CC1	i
CCCS(=O)(=O)N1CCCC(C(=O)N2CCC3(CC2)OCCO3)C1 (stereo not given)	i
CN1CC2(CCN(c3nccc(N)n3)CC2)CC1C(=O)O (stereo not given)	u
O=C(O)c1nn(Cc2ccc(Cl)cc2Cl)c2ccccc12	i
C(=C\c1ccccc1)/CN1CCC2(CCNCC2)C1	i
COc1ccccc1N1CCN(Cc2cccc(Cl)c2)CC1	i
COc1ccc(CN2CCN(c3ccccc3Cl)CC2)cc1OC	i
CC#CCN1CC=C(c2cnn(CCCC)c2)CC1	u
CC(=O)c1ccc(NC(=O)NC[C@H]2C[C@@H]3CCN2C[C@@H]3CN2CCC(Cc3ccccc3)CC2)cc1	i
O=C(Nc1ccc2n(c1=O)C[C@H]1C[C@@H]2CN(C(=O)c2ccccn2)C1)c1cccs1	i
O=[N+]([O-])c1cc(Cl)ccc1N1CCNCC1	i

Part of the list above, as labelled records:
OCCN1CCN(Cc2ccc(Cl)c(Cl)c2)CC1
  ST2 inh: i
O=[N+]([O-])c1cc(Cl)ccc1N1CCNCC1
  ST2 inh: i
COc1ccccc1N1CCN(Cc2cccc(Cl)c2)CC1
  ST2 inh: i

Further structures
SMILES	ST2 inh
COc1ccc(-c2cc([C@H]3CN4CC[C@H]3C[C@@H]4CNC(=O)C3CCCCC3)n(C)n2)cc1OC	i
CC(Cc1ccccn1)NCc1ccc2[nH]c3c(c2c1)CCCC3 (stereo not given)	u
CS(=O)(=O)NC[C@H]1C[C@@H]2CCN1C[C@@H]2CN1CCc2ccccc2C1	i
CN(Cc1ccco1)C(=O)c1cn(Cc2ccccn2)cc(C(=O)NC2CCCCCCC2)c1=O	i
O=C(CC1=CCCCC1)N1[C@H]2CCNC[C@@H]1CC2	i
CNCc1cn(C[C@H]2CC3CCN2C[C@@H]3C(=O)N(C)C)nn1 (stereo not given in full)	i
COc1ccc([C@@H]2CN(c3noc(C)n3)[C@@H]3C4CCN(CC4)[C@@H]32)cc1	i
Cc1ccnc(CC(C)N(C)CCc2ccccc2)c1 (stereo not given)	i
CCOc1cc(CN2CCN(c3ccccc3)CC2)ccc1OC	u
O=C(c1ccccc1Cl)N1CCOCC1	i
CN(C)Cc1cn(C[C@H]2C[C@@H]3CCN2C[C@@H]3C(=O)NC2CC2)nn1	u
COC(=O)[C@]12CCCC(C)(C)C1CCc1cc(C(C)C)c(O)c(O)c12 (stereo not given in full)	u
CC(NC(=O)C(Cl)(Cl)Cl)c1ccccc1 (stereo not given)	i
COc1ccccc1CN1CCN(Cc2ccccc2)CC1	u
CC(C)[C@@]1(NC(=O)[C@@H]2C[C@@H]3c4cccc5[nH]cc(c45)C[C@H]3N(C)C2)O[C@@]2(O)[C@@H]3CCCN3C(=O)[C@H](Cc3ccccc3)N2C1=O	i
COc1ccc(NC(=O)CN2C(=O)CN=C(c3ccccc3)c3cc(Cl)ccc32)cc1OC	u
CCC(N)Cc1c[nH]c2ccccc12 (stereo not given)	i
CCC(CC)c1cc([C@H]2CN3CC[C@H]2C[C@@H]3CNC(=O)c2ccc(C)cc2)nc(-c2ccncc2)n1	i
O=c1c2ccccc2nc(/C=C/c2ccc(F)cc2)n1-c1ccccc1	i
COc1ccccc1-c1ccc(N2C[C@@H]3C[C@H](C2)c2cccc(=O)n2C3)nn1	i
Fc1ccc(CN2CCN(Cc3ccccc3)CC2)cc1F	u
CCc1nc(C)sc1CNC(C)Cc1ccccc1F (stereo not given)	i
C=CCOc1ccc(CC2C(=O)N(C)C(=O)N(C)C2=O)cc1	i
O=C1CSC(c2ccc3c(c2)OCO3)c2c(-c3ccccc3)nn(-c3ccccc3)c2N1 (stereo not given)	u
CC(C)(O)c1cn(C[C@H]2C[C@@H]3CCN2C[C@@H]3C(=O)NCc2ccc(F)cc2)nn1	i

Next part; the last two above are carried over.
SMILES	ST2 inh
O=C1CSC(c2ccc3c(c2)OCO3)c2c(-c3ccccc3)nn(-c3ccccc3)c2N1 (stereo not given)	u
CC(C)(O)c1cn(C[C@H]2C[C@@H]3CCN2C[C@@H]3C(=O)NCc2ccc(F)cc2)nn1	i
Nc1ccc(Cc2ccc(N)c(Cl)c2)cc1Cl	u
C=C[C@H]1CN2CC[C@H]1C[C@@H]2CNS(=O)(=O)c1ccc(OC)cc1	i
CN1CCN(c2cc(N3CCCC3)ccc2[N+](=O)[O-])CC1	i
N#Cc1cc2c(nc1SCc1ccccc1Br)C1CCN2CC1	i
Cc1cccc(N2CCN(Cc3ccccc3Cl)CC2)c1C	i
O=c1ccc(-c2cccs2)c2n1C[C@H]1C[C@@H]2CN(S(=O)(=O)c2ccccc2)C1	u
CC1C(C#N)=C(N)Oc2c1c(=O)oc1ccccc21 (stereo not given)	i
O=C(NC1CCCCC1)[C@H]1CN2CCC1C[C@@H]2Cn1cc(COc2ccccc2)nn1 (stereo not given in full)	i
CN(CCc1ccccn1)C[C@H]1CN2CC[C@H]1C[C@@H]2CNC(=O)c1ccco1	u
COc1ccc(-c2cc([C@H]3CN4CC[C@H]3C[C@@H]4CNC(=O)c3ccc4c(c3)OCO4)n(C)n2)cc1	i
CCOc1ccccc1N1CCN(Cc2cccc(O)c2)CC1	u
O=C(Cc1cccc(O)c1)N1C[C@@H](c2ccccc2)[C@@H]2[C@H]1C1CCN2CC1	u
CCn1cnc2c(Nc3cccc(Cl)c3)nc(N[C@@H]3CCCC[C@@H]3N)nc21	u
C=C[C@H]1CN2CC[C@H]1C[C@@H]2CNC(=O)Nc1cc(OC)cc(OC)c1	i
CCCc1cncnc1N1CCN2CCN(C)C(=O)C2C1 (stereo not given)	u
O=C(CF)NC(Nc1cccc2cccnc12)C(Cl)(Cl)Cl (stereo not given)	i
CC(=O)Nc1ccc(S(=O)(=O)NC[C@H]2C[C@@H]3CCN2C[C@@H]3c2cc(-c3ccc4ccccc4c3)nn2C)cc1	i
CN1CCN(C[C@H]2CN3CC[C@H]2C[C@@H]3CNS(=O)(=O)c2ccccc2)CC1	i
CCN1CCN(Cc2cccc(C)c2)CC1	i
CCOC(=O)C1C2c3ccccc3O[C@]1(C)N=C1SCC(=O)N12 (stereo not given in full)	u
COc1ccccc1C(=O)Nc1cccc(N2CCC(NC(C)Cc3cncs3)CC2)c1 (stereo not given)	i
CN(C)c1ccc(C(=O)NC[C@H]2C[C@@H]3CCN2C[C@@H]3CN2CCc3ccccc3C2)cc1	i
Oc1cccc(CN2CCN(Cc3ccccc3)CC2)c1	i
COC(=O)c1cccc(NC(=S)NC[C@H]2C[C@@H]3CCN2C[C@@H]3c2cc(C3CCCCC3)nn2C)c1	i
CCCCNC(=O)c1oc2ccc(S(=O)(=O)N3CC(C)CC(C)C3)cc2c1C (stereo not given)	i

(continued)
SMILES	ST2 inh
CCCN(CCC)[C@H]1CCc2c(F)ccc(O)c2C1	u
O=C(c1cnccn1)N1C[C@@H]2C[C@H](C1)c1ccc(-c3cccc(C(F)(F)F)c3)c(=O)n1C2	i
CCCCc1ccc(C(=O)O)nc1	i
Cc1sc2ccccc2c1CC1=NCCN1	u
Clc1cnc(Oc2ccc(Oc3ncc(Cl)cc3Cl)cc2)c(Cl)c1	i
Cc1cccc(CN2CCN(Cc3ccc4c(c3)OCO4)CC2)c1	i
O=S(=O)(CC(F)(F)F)N1CCC2(CCNCC2)C1	i
CC1OC1P(=O)(O)O (stereo not given)	u
C#C[C@H]1CN2CC[C@H]1C[C@@H]2CNC(=S)Nc1ccc(C)cc1Br	i
O=[N+]([O-])c1cccc(CN2CCN(c3ccccc3)CC2)c1	u
COc1ccccc1N1CCN(C[C@H]2CN3CC[C@H]2C[C@@H]3CNC(=O)c2ccccc2)CC1	i
O=S1(=O)C=CC(NC2CCC3(CCNCC3)CC2)C1 (stereo not given)	u
COCC1(O)C2CN3CCN(C2)CC1(c1ccccc1)C3 (stereo not given)	i
O=C(O)CCC(=O)N1C[C@@H]2C[C@H](C1)c1ccc(-c3ccc4ccccc4c3)c(=O)n1C2	i
O=S(=O)(NC[C@H]1C[C@@H]2CCN1C[C@@H]2CN1CCC(Cc2ccccc2)CC1)c1ccc(Cl)cc1	i
COc1ccc(/C=C/c2nc3ccccc3c(=O)n2-c2ccccc2OC)cc1	32%*
O=C(C1CCCCC1)N1C[C@@H]2C[C@H](C1)c1c(/C=C/c3ccc(Cl)cc3)ccc(=O)n1C2	u
O=S(=O)(NC[C@H]1C[C@@H]2CCN1C[C@@H]2CN1CCN(c2ccc(F)cc2)CC1)c1ccccc1	i
COc1ccccc1N1CCN(C[C@H]2CN3CC[C@H]2C[C@@H]3CNS(=O)(=O)c2ccc(Cl)cc2)CC1	i
COc1ccc(CN2CCN(c3ccc(Cl)cc3)CC2)cc1O	u
CCC(=O)Nc1ccc(OCC(=O)N2CCCN(C)CC2)cc1	i
N[C@H]1[C@H](O)[C@@H](N2CCCCC2)[C@@H]2OC[C@H]1O2	i
CC(=O)OCC1=C(C(=O)[O-])N2C(=O)[C@@H](NC(=O)CCC[C@@H](N)C(=O)[O-])[C@H]2SC1.[Zn+2]	u
O=C(Cn1cnc2sc3c(c2c1=O)CCCC3)NCCCC(=O)N1CCC2(CC1)OCCO2	i
CN1CCN(Cc2cccc(Cl)c2)CC1	i

Already shown: entries from further up.
SMILES	ST2 inh
C#C[C@H]1CN2CC[C@H]1C[C@@H]2CNC(=S)Nc1ccc(C)cc1Br	i
O=[N+]([O-])c1cccc(CN2CCN(c3ccccc3)CC2)c1	u
COc1ccccc1N1CCN(C[C@H]2CN3CC[C@H]2C[C@@H]3CNC(=O)c2ccccc2)CC1	i
O=S1(=O)C=CC(NC2CCC3(CCNCC3)CC2)C1 (stereo not given)	u
COCC1(O)C2CN3CCN(C2)CC1(c1ccccc1)C3 (stereo not given)	i

The listing picks up, repeating the six entries before the break.
SMILES	ST2 inh
COc1ccc(CN2CCN(c3ccc(Cl)cc3)CC2)cc1O	u
CCC(=O)Nc1ccc(OCC(=O)N2CCCN(C)CC2)cc1	i
N[C@H]1[C@H](O)[C@@H](N2CCCCC2)[C@@H]2OC[C@H]1O2	i
CC(=O)OCC1=C(C(=O)[O-])N2C(=O)[C@@H](NC(=O)CCC[C@@H](N)C(=O)[O-])[C@H]2SC1.[Zn+2]	u
O=C(Cn1cnc2sc3c(c2c1=O)CCCC3)NCCCC(=O)N1CCC2(CC1)OCCO2	i
CN1CCN(Cc2cccc(Cl)c2)CC1	i
CCS(=O)(=O)Nc1cccc(C(=C2CCCCC2)c2cnc[nH]2)c1	i
CCn1ccc(C(=O)N2CCN(C)C3(CCN(C)CC3)C2)cc1=O	i
O=C(Nc1ccc(Cl)cc1C(=O)c1ccccc1)c1cncc(Br)c1	i
C=C[C@H]1CN2CC[C@H]1C[C@@H]2CNC(=S)NC1CCCCC1	i
Cn1nc(-c2ccco2)cc1[C@H]1CN2CC[C@H]1C[C@@H]2CNC(=O)CCCC(=O)O	i
Cc1nc(-c2ccccc2)cc([C@H]2CN3CC[C@H]2C[C@@H]3CNC(=O)C(C)(C)C)n1	i
COCC(=O)NC[C@H]1C[C@@H]2CCN1C[C@@H]2CN1CCN(c2ncccn2)CC1	i
c1ccc2c(c1)OCC(C1=NCCN1)O2 (stereo not given)	u
Nc1ccc(-c2ccc(N)c(N)c2)cc1N	u
NCCc1ccc(O)cc1	i
CN1CCN(C(=O)Cc2cc(=O)[nH][nH]c2=O)CC1c1ccccc1 (stereo not given)	i
COc1ccccc1-c1cc([C@H]2CN3CC[C@H]2C[C@@H]3COC(=O)Nc2ccccc2)nc(C)n1	i
C=CCN(C)C[C@H]1CN2CC[C@H]1C[C@@H]2CNC(=O)c1ccco1	i
Cn1nc(C2CCCCC2)cc1[C@H]1CN2CC[C@H]1C[C@@H]2CO	i
CN1C(=O)C(Cc2ccsc2)C(=O)N(C)C1=O	i
Cn1nc(-c2ccc(F)cc2)cc1[C@H]1CN2CC[C@H]1C[C@@H]2CNC(=O)N1CCOCC1	i
CC(C(=O)NCc1cnn2ccccc12)N1CCCC1=O (stereo not given)	u
CCCN1CCC[C@H](c2cccc(O)c2)C1	i
COc1ccc(-c2ccc(=O)n3c2[C@@H]2C[C@@H](CN(C(=O)c4ccc(C#N)cc4)C2)C3)cc1	i
CN1[C@H]2CC[C@@H]1CN(c1ccnc(N)n1)CC2	i
COC1CCCC(C)OC(=O)Cc2cc(O)cc(O)c2C(=O)C1 (stereo not given)	i
CCCS(=O)(=O)N1CCC(C(=O)N2CCC3(CC2)OCCO3)CC1	i
O=S(=O)(NC[C@H]1C[C@@H]2CCN1C[C@@H]2CN1CCN(c2ccc(F)cc2)CC1)c1cccs1	i
O=C(NC1CC1)[C@H]1CN2CC[C@H]1C[C@@H]2Cn1cc(CO)nn1	u
CCOc1ccc2[nH]c(=O)c(CN3[C@@H]4CC[C@H]3CC(O)C4)cc2c1 (stereo not given in full)	i
C#C[C@H]1CN2CC[C@H]1C[C@@H]2CNC(=S)Nc1cccc(SC)c1	u

Screens deposited in PubChem by IUPUI and University of Michigan.
